H69AR inhibit = proliferation blockers of H69AR lung cancer cells, primary screen, cell-based, human, 86K library | viability, % at 10 µM | AID 598, 2007 | H69AR lung tumor viability, ATP luminescence, 72 h; stronger effect = lower value | hit rate 6% among 85,000;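 active means viability at or below 40%; inactive means viability above 40%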;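 further: multidrug resistant small cell line overexpressing MRP-1 efflux transporter; 100% = mean luminescence of untreated control wells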
DAT uptake mod = changed hDAT dopamine uptake under cocaine IC80, either direction, primary screen, cocaine antagonist project, cell-based, LLC-PK1 hDAT, [14C]-dopamine uptake, MLSMR; AID 449768, 2010; Sodium-dependent dopamine transporter (Homo sapiens), Q01959; hit rate 1.3% among 110,000; LLC-PK1 hDAT cells, [14C]-dopamine uptake with cocaine IC80; actives deviate in either direction; B-score at 10 µM;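 active means Z score or B-score, a plate-position-corrected score, falls beyond the plate's 99.7% confidence bounds, in either direction; inactive means both scores lie inside the 99.7% bounds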;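 further: scored against the spread of the other compound wells on the same plate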
Target sequence (Q01959 whole entry, looked up): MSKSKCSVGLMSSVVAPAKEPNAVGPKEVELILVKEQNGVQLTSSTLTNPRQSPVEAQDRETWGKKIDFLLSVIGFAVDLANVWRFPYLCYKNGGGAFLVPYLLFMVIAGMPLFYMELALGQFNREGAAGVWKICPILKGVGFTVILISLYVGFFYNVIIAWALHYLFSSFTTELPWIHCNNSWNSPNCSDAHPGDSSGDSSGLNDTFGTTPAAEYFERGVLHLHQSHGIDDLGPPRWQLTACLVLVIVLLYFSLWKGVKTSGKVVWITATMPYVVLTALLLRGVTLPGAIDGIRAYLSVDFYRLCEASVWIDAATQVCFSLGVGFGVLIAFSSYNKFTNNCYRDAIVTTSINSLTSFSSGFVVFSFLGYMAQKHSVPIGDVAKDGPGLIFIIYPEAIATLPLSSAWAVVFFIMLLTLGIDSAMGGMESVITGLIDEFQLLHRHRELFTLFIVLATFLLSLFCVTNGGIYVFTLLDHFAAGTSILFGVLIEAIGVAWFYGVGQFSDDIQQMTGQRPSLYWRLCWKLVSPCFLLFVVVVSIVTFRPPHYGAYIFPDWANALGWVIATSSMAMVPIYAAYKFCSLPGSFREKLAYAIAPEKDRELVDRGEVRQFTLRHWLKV
S1P2 agonist = S1P2 receptor agonists, primary screen, cell-based. Sphingosine 1-phosphate receptor 2 (Homo sapiens), O95136. activation, % at 4.5 µM. S1P2-expressing cell line, agonist reporter read-out. hit rate 0.46% among 97,000; in the data active means activation above about 16%;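 further: 0% = vehicle low control and 100% = maximal reference agonist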
Target sequence (O95136 whole entry, looked up): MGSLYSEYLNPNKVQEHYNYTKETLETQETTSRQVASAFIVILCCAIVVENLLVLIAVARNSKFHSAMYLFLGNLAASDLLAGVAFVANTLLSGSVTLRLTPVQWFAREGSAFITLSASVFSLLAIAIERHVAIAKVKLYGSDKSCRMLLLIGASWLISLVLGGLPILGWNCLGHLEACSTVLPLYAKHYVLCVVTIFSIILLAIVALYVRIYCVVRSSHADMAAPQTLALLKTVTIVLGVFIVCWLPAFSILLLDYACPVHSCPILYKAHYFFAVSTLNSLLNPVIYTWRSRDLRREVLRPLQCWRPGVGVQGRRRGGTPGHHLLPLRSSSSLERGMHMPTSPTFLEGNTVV
S1P2 blocker = human S1P2 receptor antagonists, primary screen, cell-based | Sphingosine 1-phosphate receptor 2 (Homo sapiens), O95136 | cell-based S1P2 antagonist assay, inhibition at 5 uM | hit rate 0.21% among 97,000 | inhibition, % at 5 µM; in the data active means inhibition above about 45%;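 further: CRE beta-lactamase reporter cells expressing human S1P2 stimulated with S1P; 0% = agonist at EC80 alone and 100% = agonist plus reference antagonist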
Lung fibro prol = antiproliferative effect on LL 47 fibroblasts – human, LL 47 cells, CellTiter-Glo luminescence, primary screen; LL 47 human lung fibroblast viability, ATP luminescence; stronger effect = lower value; viability, % at 10 µM; hit rate 1.1% among 85,000;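 active means viability at or below 50% in the single dose screen; inactive means viability above 50%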;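 further: compound exposure lasted 72 h before the ATP readout; 100% = median luminescence of untreated cell-only wells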
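Material: human lung fibroblast line LL 47, low passage; Evaluation: viability percentage against median untreated-cell control; Buffer or medium: 15% FBS in IMEM; Incubation: 72 h compound exposure at 37 °C after overnight plating; Dosing: 0.1% DMSO in all compound wells; Measured by: CellTiter-Glo luminescence.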
HUVEC inhibit = inhibitors of HUVEC proliferation, primary screen, cell-based, 384-well; hit rate 1.1% among 86,000; CellTiter-Glo luminescence, 72 h; stronger effect = lower value; viability, % at 10 µM (by protocol);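 active means viability at or below 30%; inactive means viability above 30%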;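 further: 100% = median luminescence of DMSO-only cell control wells on each plate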
PostGolgi yeast = phenotypic screen on post-Golgi transport, primary screen; inhibition, % at 10 µM; post-Golgi transport phenotypic cell assay; hit rate 0.9% among 98,000;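 further: yeast cells grown in 1536-well plates; yeast grown about 18 h at 30C before absorbance read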
PostGolgi ctrl = growth inhibition of yeast control strain, primary screen, counter-screen for post-Golgi transport modulator project. efflux-deficient yeast background strain, growth absorbance A615, 16 h. inhibition, % at 10 µM. hit rate 5% among 98,000
E coli WT exp = growth inhibitors of wild-type E. coli, primary screen, strain BW25113, expanded library, OD600. OD600 absorbance. growth inhibition, % at 100 µM. hit rate 0.15% among 98,000. AID 710, 2007;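 active means growth inhibition above about 50% at one test dose, limit read from the data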;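 further: growth measured after 20 h incubation at 37 °C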
Active calls of the source: *; · = no result given. Unless noted, no stated cut-off is given here; in the data, active means inhibition above about 30%; inactive means the rest.

SMILES	H69AR inhibit	DAT uptake mod	S1P2 agonist	S1P2 blocker	Lung fibro prol	HUVEC inhibit	PostGolgi yeast	PostGolgi ctrl	E coli WT exp
O=C(NCc1ccc2c(c1)OCO2)C1CCCN(S(=O)(=O)c2cccs2)C1 (configuration not stated)	75.5	-0.07	·	·	98.9	96.5	2.4	12.9	2.0
COc1ccc(OCC(=O)Nc2nnc(C)s2)cc1	103.3	-0.599	-10.2	6.2	92.1	99.5	-13.2	-0.1	5.0
COC(=O)COc1ccc(S(=O)(=O)NCc2ccncc2)cc1	91.3	0.361	-3.8	6.0	90.2	93.3	-20.6	0.5	-14.0
CC(C)c1ccc(SCc2noc(C(=O)NCC3CCCO3)c2C(=O)O)cc1 (configuration not stated)	·	0.22	-6.8	5.0	·	·	10.2	-12.7	-10.0
c1ccc(-c2nn3c(-c4ccccc4)nnc3s2)cc1	87.4	-0.0147	·	·	102.2	100.3	-1.5	4.7	-8.0
Cc1ccc(C(=O)OCC(=O)NCc2ccco2)cc1	106.3	-0.00115	-5.0	4.1	97.9	91.7	-9.0	-7.3	4.0
COc1ccc(-n2nc(C(=O)O)c3ccccc3c2=O)c(OC)c1	96.0	-0.497	·	·	107.5	112.2	0.6	14.7	6.0
CC(C)n1cc(NC(=O)C2CC(c3cccc(Br)c3)=NO2)cn1 (configuration not stated)	86.8	0.254	-6.9	-15.4	99.3	83.6	-6.1	11.2	2.0
Cc1ccc(-c2csc(NC(=O)Cc3cccs3)n2)cc1C	87.5	-0.428	-8.9	-7.4	98.1	94.0	-4.1	4.0	-6.0
O=C(Nc1cnc2ccccc2c1)c1cccc(-n2cnnn2)c1	73.9	-1.13	0.4	1.0	101.9	85.2	4.4	7.3	0.0
CCOC(=O)c1cccc(NC(=O)CSc2nc3ccccc3c(=O)n2CC)c1	40.0*	-0.289	-3.3	-16.6	79.3	70.2	-0.2	9.4	-2.0
CCOC(=O)c1c(N)sc(C(O)(C(F)(F)F)C(F)(F)F)c1-c1ccc(F)cc1	72.8	-0.602	-0.1	16.8	91.0	71.6	1.9	16.0	20.0
O=C(NC1CCCCCC1)C1c2ccccc2C(=O)N1CCCN1CCOCC1 (configuration not stated)	88.9	-0.795	-4.1	-4.8	97.4	97.5	-8.9	0.0	-15.0
O=[N+]([O-])c1cccc(-c2nc(-c3ccccc3)c(-c3cccs3)[nH]2)c1	·	0.385	-2.9	0.5	·	·	-3.3	7.0	-22.0
COc1cc2c(cc1NC(=O)c1ccncc1)oc1ccccc12	48.3	0.102	1.5	-13.7	70.9	75.2	1.8	15.6	0.0

Record cards (already shown).
Listed for `O=[N+]([O-])c1cccc(-c2nc(-c3ccccc3)c(-c3cccs3)[nH]2)c1` = H69AR inhibit: ·; DAT uptake mod: 0.385; S1P2 agonist: -2.9; S1P2 blocker: 0.5; Lung fibro prol: ·; HUVEC inhibit: ·; PostGolgi yeast: -3.3; PostGolgi ctrl: 7.0; E coli WT exp: -22.0
Listed for `COc1ccc(OCC(=O)Nc2nnc(C)s2)cc1` = H69AR inhibit: 103.3; DAT uptake mod: -0.599; S1P2 agonist: -10.2; S1P2 blocker: 6.2; Lung fibro prol: 92.1; HUVEC inhibit: 99.5; PostGolgi yeast: -13.2; PostGolgi ctrl: -0.1; E coli WT exp: 5.0

(next part)
SMILES	H69AR inhibit	DAT uptake mod	S1P2 agonist	S1P2 blocker	Lung fibro prol	HUVEC inhibit	PostGolgi yeast	PostGolgi ctrl	E coli WT exp
CCOC(=O)C1=C(c2ccccc2)Nc2ncnn2C1c1ccccn1 (configuration not stated)	90.5	-0.183	-3.2	-6.0	96.8	93.5	23.5	-5.6	10.0
CCn1cc(Br)c(C(=O)Nc2ccc(C(=O)OC(C)C)cc2)n1	79.2	0.445	-2.2	-8.8	92.1	102.1	3.6	-9.1	2.0
Cc1cc(Cl)ccc1OCC(=O)NC1CCCC1	94.6	0.13	-5.4	-3.1	98.3	87.0	-10.7	8.9	11.0
O=C(c1ccc(C#CC2(O)CCCCC2)cc1)N1CCOCC1	93.5	0.646	-2.7	18.2	107.4	100.9	0.0	14.5	0.0
O=C(CSCc1ccc(Cl)cc1)Nc1nccs1	107.0	-0.286	-3.1	13.8	98.4	101.3	12.3	26.8	3.0
O=C(NCCc1ccc(Cl)cc1)Nc1cccc(Cl)c1	·	1.55	-5.1	-13.2	·	·	4.5	34.1*	-2.0
Cc1c(C#N)c(N=CN(C)C)c(C(=O)c2ccccc2)n1-c1ccc(Br)cc1	19.8*	-0.0112	-0.3	3.9	82.0	88.4	-3.3	43.1*	-6.0
COc1ccc(S(=O)(=O)N(CC(=O)O)c2ccccn2)cc1	100.3	-0.671	-5.7	2.9	95.2	95.3	-4.5	-5.8	14.0
COc1ccc(CCN(Cc2nc(-c3ccccc3)no2)Cc2nc(-c3ccccc3)no2)cc1OC	82.3	0.000389	-4.2	1.2	101.8	93.1	9.3	6.5	-7.0
COc1ccc(Cl)cc1NC(=O)/C=C\C(=O)O	95.5	0.34	-5.5	-7.5	90.4	94.4	-6.3	13.4	0.0
COCc1cc(C)nc2sc(C(=O)N3CCN(c4ccccc4)CC3)c(N)c12	94.0	1.24	-0.3	-48.1	93.0	88.3	0.2	13.8	-9.0
O=C1C(NS(=O)(=O)c2cccs2)=C(N2CCN(c3ccccc3)CC2)C(=O)c2ccccc21	62.5	0.487	-9.6	-10.8	97.4	66.6	17.2	57.2*	-4.0
CCOC(=O)c1nn(-c2cccc(Cl)c2)c2nc(CC(C)C)c(C#N)c(=O)n12	55.9	0.0272	0.2	-26.1	99.6	107.2	·	·	·
Cn1c(=O)oc2cc(S(=O)(=O)N3CCN(C(=O)c4ccco4)CC3)ccc21	89.3	-0.144	-2.7	16.2	100.5	88.4	·	·	·
O=C(NC1CCCC1)c1nc2c(nnn2Cc2ccccc2Cl)c(=O)[nH]1	·	0.206	-10.7	16.9	·	·	-7.0	1.0	-3.0
Nc1nn(S(=O)(=O)c2cccc3nsnc23)cc1-c1ccc(Br)cc1	88.3	1.58	-5.3	1.5	94.0	112.7	79.0*	72.2*	-8.0
Cn1c(CCCNC(=O)c2ccccc2)nc2ccccc21	94.8	-0.812	-5.9	7.0	99.5	95.7	1.2	25.4	9.0
O=C(Nc1ccccc1)N1CCCC2CCCCC21 (configuration not stated)	109.2	-0.0183	0.8	18.2	·	102.5	30.0*	1.2	9.0
CC(C)Sc1nc2sc(-c3ccccc3)cc2c(=O)n1N	·	0.0288	-8.0	0.8	·	·	-3.9	-2.2	-15.0
COc1cc2[nH]c(=S)nc(NCCCOC(C)C)c2cc1OC	75.6	1.06	-2.9	-15.0	96.7	98.9	1.6	-5.5	-14.0
O=C1CSC(c2c(F)cccc2Cl)N1c1cccc(F)c1 (configuration not stated)	105.2	0.621	-5.0	-6.7	95.9	101.5	-2.1	2.5	12.0
CCOC(=O)CN1C(=O)COc2ccc(Cl)cc21	91.4	0.0403	-11.8	21.2	107.8	99.4	-2.6	3.3	-8.0
CCOc1cc(/C=N\O)cc(Cl)c1OCC	74.2	-0.614	-2.4	4.3	94.8	86.8	·	·	·
COc1cccc(-c2csc(N3CCN(S(=O)(=O)c4ccc(F)cc4)CC3)n2)c1	91.4	0.103	·	·	101.1	98.3	-1.3	36.8*	-20.0
O=C(Nc1ccc(F)c(F)c1)c1ccc(F)c(S(=O)(=O)N2CCOCC2)c1	48.4	·	-3.6	17.1	99.2	87.2	2.0	3.2	-1.0
CCOC(=O)Cc1csc(NC(=O)c2cccnc2)n1	·	0.544	-7.2	8.6	99.4	84.8	-0.2	4.7	-3.0
Cc1cc2oc(=O)cc(CSc3nnc(C)n3N)c2cc1C(C)C	76.9	-0.0175	-2.5	0.8	103.1	85.8	3.7	14.0	-2.0
NC(=O)c1ccccc1-c1nc(-c2ccccc2)no1	91.0	-0.894	·	·	99.2	100.4	-2.5	14.8	-1.0
c1ccc(-c2csc(N3CCOCC3)n2)cc1	104.7	-0.617	-3.1	-8.7	106.5	95.4	19.0	-2.0	5.0
O=C1CN(C(=O)COC(=O)C2CC(=O)N(Cc3ccco3)C2)c2ccccc2N1 (configuration not stated)	87.7	-0.873	·	·	108.0	94.9	3.2	-1.4	6.0
O=C(NCCCn1ccnc1)C1CC(c2cccc(Br)c2)=NO1 (configuration not stated)	80.7	1.5	-4.2	10.2	95.0	86.9	-0.9	-0.6	15.0
N#CC(C(=O)Nc1ccccc1)=C1CCCCC1	103.2	0.122	·	·	102.3	104.2	-13.0	-3.7	5.0
COc1ccc(N(C(=O)c2cccnc2)S(=O)(=O)c2ccc3c(c2)n(C)c(=O)n3C)cc1	100.7	1.83	-3.5	-15.6	96.2	91.7	17.5	9.5	-10.0
Cc1cc(C)c2[nH]c(=O)c(CN(CC3CCCO3)S(=O)(=O)c3ccc4c(c3)OCCO4)cc2c1 (configuration not stated)	83.0	-0.201	-0.4	-4.8	101.4	86.7	-5.2	8.2	24.0
CCCC1=C(C(=O)OCC)C(c2ccc(F)cc2)n2ncnc2N1 (configuration not stated)	·	0.329	-1.1	-19.2	84.0	113.4	-7.6	-3.5	-3.0
CCOC(=O)c1c(NC(=S)NC(=O)c2ccc(Cn3cc(Cl)cn3)o2)sc2c1CCC(C)C2 (configuration not stated)	·	-0.664	-14.2	-3.6	·	·	-4.5	1.7	-7.0
O=C(O)C1CC=CCC1C(=O)Nc1ccccc1 (configuration not stated)	102.8	0.864	-8.8	7.4	102.1	95.3	3.2	13.4	-2.0
O=C(c1ccccc1)N1CCN(c2ccc([N+](=O)[O-])c(NCc3ccco3)c2)CC1	·	0.0877	-6.3	3.5	·	·	-0.6	17.3	-11.0
O=C(Nc1ccccc1)OCc1cn(-c2ccc(Cl)cc2)nn1	·	1.13	-8.3	1.3	·	·	2.6	17.4	1.0
CC1(C)Cc2ccccc2-c2nnc(SCc3ccccc3)n21	46.7	-0.383	-6.1	4.3	103.3	95.8	·	·	·
Cc1ccc(NC(=O)Cn2nnc(C(=O)NCc3ccco3)c2N)cc1	100.7	-0.119	-5.8	5.1	90.9	88.7	3.3	7.7	-2.0
COC(=O)/C=c1/s/c(=C(/C#N)C(=O)NCc2ccccc2)n(-c2ccccc2)c1=O	92.8	0.0183	-4.1	23.4	102.8	99.2	1.9	-0.5	-7.0
c1ccc(Nc2nc(-c3cccs3)cs2)nc1	·	2.21	-0.1	-8.5	·	·	-8.1	30.9*	4.0
CC1(C)C/C(=N\O)c2cc3c(nc2C1)CCCC3	94.9	0.332	-4.9	8.3	98.9	92.6	1.5	5.8	1.0
COc1ccc(NS(=O)(=O)CC23CCC(CC2=O)C3(C)C)cc1 (configuration not stated)	86.6	0.972	-0.6	-5.7	103.5	99.1	-5.5	2.8	6.0
O=C1CC(O)(c2ccccc2)C(c2ccccc2)=C1c1ccccc1 (configuration not stated)	71.1	0.0181	-6.2	-3.2	85.9	84.2	·	·	·
Cc1cc(C)c(NC(=O)CCCN2CCOCC2)c(C)c1	92.9	-0.783	-2.8	-8.7	99.1	100.3	-8.6	24.6	1.0
O=C(Cc1ccccc1)n1nc(-c2ccco2)nc1SCc1ccccc1	104.2	-0.0134	-2.0	-10.4	102.2	99.5	-7.1	8.3	1.0
COc1ccc(NC2CC(=O)N(CCc3ccccc3)C2=O)cc1 (configuration not stated)	109.4	-0.62	-0.6	3.5	105.1	104.2	·	·	·

Outcome played no part in choosing rows; about 11% have a hit in one of these screens.
